Bioassay records as filed in PubChem.
H9c2 TAG inh – reduces triacylglycerol accumulation in H9c2 cells; Nile Red lipid (TAG) fluorescence; cells loaded with 200 µM oleic acid; AID 651582; 230,000 tested, 0.66% active; inhibition, % at 12.5 µM;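 active means pattern-corrected inhibition of lipid staining of at least 50% with the nuclear-stain viability signal not falling by more than 50%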;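 further: 0% = DMSO wells and 100% = triacsin C control wells; some results filed as inactive read as strong as hits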
H9c2 TAG inh DAPI viability – also measured in H9c2 TAG inh; calls as there; DAPI nuclei signal change (viability), lower = more cytotoxic, %;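 whole-well DAPI fluorescence read on a plate reader as a viability signal; minus 50 percent equals half of cells still viable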
Starred values were filed as active, the others as inactive; & = joins results of further samples. Not all compounds are listed; count on the stated rates, not on these rows.

SMILES | H9c2 TAG inh | H9c2 TAG inh DAPI viability
CC1=C(C(=O)O)N2C(=O)C(NC(=O)Cc3ccccc3)C2SC1 (centres undefined) | -2 | -2
COCCCn1c(N)c(C(=O)Nc2ccccc2)c2nc3ccccc3nc21 | 59* | 15*
CN1CCN(c2nc(N(C)C)oc(=O)c2C#N)CC1 | 1 | -2
Cc1ccccc1-c1nc(CS(=O)CC(=O)N2CCC3(CC2)OCCO3)c(C)o1 (centres undefined) | 7 | -6
c1ccc2c(CN3CCCCC3)c[nH]c2c1 | 8 | 6
COC(=O)C1=C(c2ccc(F)cc2OCc2ccccc2)C[C@@H]2CC[C@H]1N2C(=O)NCc1ccc2[nH]ccc2c1 | 41 | -7
C[C@]12CC[C@H](O)C[C@H]1CC[C@@H]1[C@@H]2CC[C@]2(C)[C@@H](C3=CC(=O)OC3)CC[C@]12O | -9 | 7
CCNC(=O)N1Cc2ccccc2-n2nncc2C1 | 9 | -3
CCC(=NCc1cccnc1)c1c(O)n(-c2ccccc2)c(=O)[nH]c1=O | 4 | -6
COc1ccc(C(=O)CN2CCCCC2)cc1 | -3 | 4
O=c1[nH]cc(COCC(F)(F)C(F)(F)C(F)(F)F)c(=O)[nH]1 | -4 | -1
CCc1nc(N2CCNCC2)c(C#N)c2c1CSC(C)(C)C2 | 32 | 22
CCN(CC)c1ccc(CNCCc2ccccc2F)cc1 | -5 | 58
C=CCN1C(=O)/C(=C/c2cccs2)C(=O)NC1=S | 2 | -7
COC(=O)C1=C(c2cc3ccccc3o2)C[C@@H]2CC[C@H]1N2C(=O)NCCO | 6 | 6
COc1ccc(C[C@@H]2c3cc(O)c(OC)cc3CCN2C)cc1O | 68* | -40*
Nc1c(C(=O)NCc2ccco2)c2nc3ccccc3nc2n1Cc1ccc(F)cc1 | -20 | 16
COc1ccc(C(=O)CN2CCOCC2)cc1F | 7 | -8
CC1CCN2c3nc4ccccn4c(=O)c3CC3(C(=O)N(C)C(=O)N(C)C3=O)C2C1 (centres undefined) | 9 | 5
Cc1cccnc1-n1c(-c2ccco2)nc2ccccc2c1=O | -3 | 10
Cc1ccc(-c2ccc(=O)n(CCC(=O)N3CCC4(CC3)OCCO4)n2)cc1 | -3 | 6
Clc1ccccc1N1CCN(Cc2ccc3c(c2)OCO3)CC1 | -4 | 2
ClC1C(Cl)C(Cl)C(Cl)C(Cl)C1Cl (centres undefined) | -14&-2 | 0&-7
COc1ccccc1NP1(=O)OCC(C)([N+](=O)[O-])CO1 (centres undefined) | -16 | 3
COc1ccc2nc3c(C)n(C)ccc-3c2c1 | -15 | 7

Structures shown so far containing sulfur:
SMILES | H9c2 TAG inh | H9c2 TAG inh DAPI viability
CC1=C(C(=O)O)N2C(=O)C(NC(=O)Cc3ccccc3)C2SC1 (centres undefined) | -2 | -2
Cc1ccccc1-c1nc(CS(=O)CC(=O)N2CCC3(CC2)OCCO3)c(C)o1 (centres undefined) | 7 | -6
CCc1nc(N2CCNCC2)c(C#N)c2c1CSC(C)(C)C2 | 32 | 22
C=CCN1C(=O)/C(=C/c2cccs2)C(=O)NC1=S | 2 | -7

4 compounds picked at random from those above:
SMILES | H9c2 TAG inh | H9c2 TAG inh DAPI viability
COc1ccc(C(=O)CN2CCCCC2)cc1 | -3 | 4
COc1ccc(C(=O)CN2CCOCC2)cc1F | 7 | -8
COc1ccc2nc3c(C)n(C)ccc-3c2c1 | -15 | 7
COC(=O)C1=C(c2ccc(F)cc2OCc2ccccc2)C[C@@H]2CC[C@H]1N2C(=O)NCc1ccc2[nH]ccc2c1 | 41 | -7

(further entries)
SMILES | H9c2 TAG inh | H9c2 TAG inh DAPI viability
O=c1[nH]c(=S)n(C2CCCCC2)c(O)c1/C=N/N1CCOCC1 | 34 | -39
CCOP(=O)(OCC)C(Cc1ccccc1)NC(C)=O (centres undefined) | -9 | 3
Clc1cc(I)cc(Cl)c1NC1=NCCN1 | -20 | -4
Cc1ccc2c(c1)CC1(CN2C)C(=O)NC(=O)N(c2cccc(C)c2C)C1=O (centres undefined) | 14 | -20
O=C1CC(=O)N(Cc2ccccc2)C(=O)N1Cc1ccccc1 | -11 | 4
COc1ccc(CCNCc2cccn2C)cc1 | 3 | 4
COC(=O)C1=C(c2ccc(OCc3ccccc3)cc2)C[C@@H]2CC[C@H]1N2C(=O)NCc1ccc(C(C)(C)C)cc1 | 70* | -13*
Oc1ccc2c3c1O[C@H]1c4oc5ccccc5c4C[C@@]4(O)[C@@H](C2)N(CC2CC2)CC[C@]314 | 18 | -9
Cc1cccc(N/N=C/c2c(O)[nH]c(=S)[nH]c2=O)c1 | -18 | 4
COC(=O)C1=C(c2ccc(S(C)(=O)=O)cc2)C[C@@H]2CC[C@H]1N2C(=O)NC1CCCCC1 | 16 | 1
Clc1ccc(COC(Cn2ccnc2)c2ccc(Cl)cc2Cl)c(Cl)c1 (centres undefined) | -16&-27 | 17&12
Cc1nn(CC(C)C)c(Cl)c1C(=O)NC1CCCC1 | 6 | 4
CSc1ccc(C(=O)C2CCCN(Cc3cc4ccccc4[nH]3)C2)cc1 (centres undefined) | -6 | 21
CC(CCc1ccccc1)NC(C)C(O)c1ccc(O)cc1 (centres undefined) | 10 | 1
CC1=C2CCC3C(CCC4=CC(=O)CCC43C)C2CC1 (centres undefined) | -10 | -1
CCN(CC)CCCN=Cc1c(O)n(CCc2ccc(OC)c(OC)c2)c(=O)[nH]c1=O | -3 | -2
O=C(O)C1C2c3ccccc3C(O)C1(C(=O)O)c1ccccc12 (centres undefined) | 4 | -3
CC(c1ccccc1)n1cncc1C(=O)O (centres undefined) | -18 | 15
CCc1ccc(NC(=O)CN2CC(c3ccccc3)CC2=O)cc1 (centres undefined) | -9 | 8
COC(=O)C1=C(c2cccc(OC)c2OC)C[C@@H]2CC[C@H]1N2C(=O)NCC1CC1 | -6 | 2
Cc1onc(-c2c(Cl)cccc2Cl)c1/C(N)=N/OC(=O)N(C)C | -6 | -3
CCCCN=Cc1c(O)n(-c2c(C)cc(C)cc2C)c(=O)[nH]c1=O | -10 | 7
Cc1ccccc1-n1c(O)c(/C=N/NC(=O)c2ccccc2O)c(=O)[nH]c1=S | 6 | -2
CCCCn1c(O)c(C(C)=NCCc2c[nH]c3ccccc23)c(=O)[nH]c1=O | -9 | 1
O=c1c2ccccc2[nH]c(=S)n1-c1ccc2c(c1)OCCO2 | 8 | -1

Laid out differently: 2 of the compounds above
canonical_smiles	H9c2 TAG inh	H9c2 TAG inh DAPI viability
Cc1onc(-c2c(Cl)cccc2Cl)c1/C(N)=N/OC(=O)N(C)C	-6	-3
CCCCN=Cc1c(O)n(-c2c(C)cc(C)cc2C)c(=O)[nH]c1=O	-10	7

Later entries:
SMILES | H9c2 TAG inh | H9c2 TAG inh DAPI viability
CCN(C=C1CC2C3CC=C4CC(O)CCC4(C)C3CCC2(C)C1=O)CC (centres undefined) | 5 | -6
O=c1c2cc(Cl)cc(Cl)c2nc(CN2CCOCC2)n1-c1ccccc1F | -3 | 11
CC1CN(c2ccc([N+](=O)[O-])c(N3CCCCC3)c2)CCN1 (centres undefined) | 12 | -6
CCCCOC1OCN(C2CCCCC2)CC1(C)C (centres undefined) | 11 | 5
CN(c1ccccc1)P(=O)(N1CC1)N1CC1 | 3 | -1
CNCC(O)c1ccc(O)cc1 (centres undefined) | -4 | 2
CC(C)N=C(NC(C)C)N1CC1 | 0 | 5
CC(C)c1ccc(-n2c(O)c(/C=N/N3CCOCC3)c(=O)[nH]c2=S)cc1 | -18 | 17
C=C(C=O)CC1CC(O)[C@]2(C)OC3C[C@@H]4OC5C[C@]6(C)O[C@]7(C)CCC8OC9C[C@]%10(C)OC(/C(C)=C\CO)C(O)CC%10OC9CC(C)C8OC7CC6O[C@]5(C)C/C=C\C4OC3CC2O1 (some centres undefined) | -5 | 2
Cc1nn(Cc2ccccc2)c(Cl)c1C(=O)OCC(=O)N1CCCC1 | 11 | -2
COC(=O)c1ccccc1-n1c(C)nc2ccccc2c1=O | 8 | -8
O=c1[nH]c(=O)n(-c2cccc3ccccc23)c(O)c1/C=N/N1CCCCCC1 | 1 | 2
CCn1c(O)c(C=NCCN2CCOCC2)c(=O)[nH]c1=S | 7 | 0
COC(=O)C1=C(c2ccccc2OCc2ccccc2)C[C@@H]2CC[C@H]1N2C(=O)NCc1ccc(Br)cc1 | 5 | -1
CC(C)C(=O)NC(Oc1ccccc1Cl)C(Cl)(Cl)Cl (centres undefined) | 7 | 1
CCOC(=O)[C@]1(C#N)[C@@H]2C=CC(C(N)=O)=CN2[C@@H](C(N)=O)[C@@H]1c1ccc(F)cc1 | 3 | -12
COC(=O)C1=C(c2ccc(OCc3ccccc3)cc2)C[C@@H]2CC[C@H]1N2C(=O)NCCc1ccc(F)cc1 | 6 | 0
O[C@H]1[C@H](O)[C@@H](O)CN2CC[C@H](O)[C@H]12 | -6 | 4
Cc1ccc(-c2cc(-c3ccccc3)cc(-c3ccccc3)[n+]2-c2ccccc2C(=O)O)cc1 | -24 | 17
CC1CCCCN1Cc1c[nH]c2ccccc12 (centres undefined) | 20 | 0
CN1C(=O)N(C)C(=O)C2(Cc3c(ccc4ccccc34)N(C)C2)C1=O | -9 | -7
Oc1ccc(Cl)cc1Cc1ccccc1 | -6 | 6
COC(=O)C1=C(C)NC(=S)NC1c1ccc(N(CCCl)CCCl)cc1Cl (centres undefined) | 19 | -1
COC(=O)c1cn(Cc2ccc(F)cc2)c2ccccc12 | -9 | -2
O=C1CC=C2C3CC4N(CCC45c4ccccc4N1C25)CC3=CCO (centres undefined) | 7 | 4

Single records, from the list above. Order of screens: H9c2 TAG inh | H9c2 TAG inh DAPI viability
CCn1c(O)c(C=NCCN2CCOCC2)c(=O)[nH]c1=S across the screens: 7 | 0
CC(C)N=C(NC(C)C)N1CC1 across the screens: 0 | 5
CCN(C=C1CC2C3CC=C4CC(O)CCC4(C)C3CCC2(C)C1=O)CC (centres undefined) across the screens: 5 | -6

(listing goes on)
SMILES | H9c2 TAG inh | H9c2 TAG inh DAPI viability
O=C1C2CCCN2C(c2cccnc2)N1c1nccs1 (centres undefined) | -11 | -2
N#CCCn1cc(C(=O)Nc2ccc(F)cc2)c(-c2ccc([N+](=O)[O-])cc2)n1 | -4 | 1
O=C(O)c1ccc([N+](=O)[O-])c([N+](=O)[O-])c1 | -4 | 7
COC(=O)C1=C(c2ccc(OC(F)(F)F)cc2)C[C@@H]2CC[C@H]1N2C(=O)N1CCOCC1 | -33 | 7
CCOc1cc(/C=C2\C(=O)NC(=O)N(CCc3ccc(F)cc3)C2=O)ccc1O | -6 | -6
COc1cc(/C=C2\C(=O)NC(=O)N(CCc3ccc(F)cc3)C2=O)ccc1O | 6 | -7
Fc1ccccc1CNC1CN2CCC1CC2 (centres undefined) | 6 | -3
CCOC(=O)C(O)(c1ccc(N(CC)C(=O)OC)cc1)C(F)(F)F (centres undefined) | 2 | 4
CN(C)CCN=Cc1c(O)n(Cc2ccco2)c(=O)[nH]c1=O | 11 | -9
CNC(=O)O/N=C/c1nn(C(=O)C(C)(C)C)cc1Br | 1 | 1
Nc1ccc2ccccc2c1 | 12 | -4
Cc1nc2ccccc2c(=O)n1-c1c(Cl)cccc1Cl | 5 | -14
CC1(C)CN=C(Nc2ccccc2C(F)(F)F)S1 | 8 | -11
CN1C(=O)N(C)C(=O)C(CCc2ccccn2)(CCc2ccccn2)C1=O | 4 | -4
